Compound activity as filed in PubChem BioAssay.
Growth percent in the NCI-60 one-dose screen (48 h, 10 µM unless noted): 100 = growth as untreated, 0 = no growth, -100 = all killed.
MDA-MB-231: MDA-MB-231 breast cancer; 81,000 tested, 5% active; AID 1794789
BT-549: BT-549 breast cancer | 78,000 tested, 4.4% active | AID 1794793
T-47D: T-47D breast cancer. 79,000 tested, 5% active
MDA-MB-468: MDA-MB-468 breast cancer | 78,000 tested, 8.5% active
MALME-3M: MALME-3M melanoma; 78,000 tested, 5.8% active
LOX IMVI: LOX IMVI melanoma; 79,000 tested, 7.4% active; AID 1794757
HS 578T: HS 578T breast cancer; 78,000 tested, 4.1% active
MCF7: MCF7 breast cancer | AID 1794796 | 82,000 tested, 6.3% active
* hit, by the source's call; . = no result given. Rule for the calls: active = growth percent below 10; inactive = the rest.

smiles,MDA-MB-231,BT-549,T-47D,MDA-MB-468,MALME-3M,LOX IMVI,HS 578T,MCF7
CCCCn1c(=O)c(-c2cc(-c3ccc(Cl)cc3)nc(-c3ccc(Cl)cc3)c2)cc2cc(Cl)ccc21,84.6,105.6,103.1,108.4,103.5,99.9,107.9,98.4
COc1ccc2nc3ccccc3c(NCc3ccc(Cl)cc3)c2c1,24.3,50.2,49.3,-30.6*,-81.6*,-86.3*,36.0,-56.4*
Cc1nc2sc(C(=O)Nc3ccc(Cl)cc3)c(N)c2cc1C(=O)c1ccccc1,97.9,104.9,87.7,93.6,98.8,102.5,94.2,91.9
CC(=O)Oc1c(C)c(OC(C)=O)c2c(c1C(C)=O)OC1CC(=O)C(C(C)=O)=C(O)C21C (stereo unspecified),106.3,90.4,102.6,90.1,96.9,86.7,109.5,97.0
CC(=O)CC(=O)Nc1ccccc1C,108.2,139.1,98.5,.,125.4,96.2,.,127.6
CCC1(C2C=COC=C2)NC(=O)NC1=O (stereo unspecified),116.4,105.1,104.4,99.2,109.4,101.0,117.7,91.1
CSCCC1NC(=O)C(C(C)=Nc2ccccc2)=C1O (stereo unspecified),108.6,105.3,103.0,109.0,112.2,104.7,105.0,91.3
Cn1c(O)c(N=NC(N)=O)c2cc(Br)cc(Br)c21,89.6,106.1,67.5,43.0,56.8,75.1,.,72.3
NC(=O)CCCN1CCCC1=O,119.6,114.9,106.0,134.1,124.1,103.7,108.5,91.4
CCNC(=S)NNC=O,100.2,102.9,97.5,97.3,102.2,104.4,106.1,93.0
COc1cc(-c2ccc(N=Nc3ccc4c(S(=O)(=O)O)cc(S(=O)(=O)O)c(N)c4c3O)c(OC)c2)ccc1N=Nc1ccc2c(S(=O)(=O)O)cc(S(=O)(=O)O)c(N)c2c1O,94.7,97.2,97.2,99.2,93.0,97.1,95.4,99.1
CN(C)c1ccc(/C=C/C(=O)c2ccc(Nc3nc(Nc4ccc(F)cc4)nc(Nc4ccc(Cl)cc4)n3)cc2)cc1,80.1,75.7,50.4,.,64.3,75.6,77.2,56.7
CCOc1ccc(NC(=O)N(O)C2(C#N)CCCCC2)cc1,104.5,109.4,.,104.2,.,102.1,114.3,109.2
CC(=O)Nc1ccc(-n2c(C)nc3c(cnn3-c3ccccc3)c2=O)cc1,.,52.0,29.1,35.8,77.7,78.9,86.8,55.6
CO[C@H]1CC(c2ccc[nH]2)=N[C@]12O[C@@H](C)C[C@@H]1CCCCCCCc3ccc([nH]3)[C@H]12,14.1,33.7,11.8,1.4*,-14.5*,-45.1*,29.2,16.5
COc1ccc(C2SCC(=O)N2NC(=O)c2ccc(C)nc2)cc1 (stereo unspecified),117.6,91.4,122.1,126.6,101.1,96.0,124.2,122.0
CC(C)=CC1C(COC(=O)c2ccccc2)C1(C)C (stereo unspecified),106.9,105.6,92.9,97.8,105.7,98.2,109.7,100.5
CCC(C)CCO (stereo unspecified),98.0,113.6,108.9,107.5,107.0,100.1,109.9,100.7
Nc1nc(-c2ccccc2)c2cc[nH]c(=O)c2n1,108.7,108.9,101.6,101.1,112.4,101.4,116.5,110.8
O=C(CCCCCCN1CC(=O)N2[C@@H](c3ccc(Cl)c(F)c3)c3[nH]c4ccccc4c3C[C@H]2C1=O)NO,75.9,108.4,75.6,85.5,59.8,-79.9*,98.4,73.2
CCCCCCCCCCCCOC(=O)c1ccc(O)c(OC)c1,88.1,106.4,75.9,103.0,96.1,92.8,99.3,61.4
C/C(=C\CSCC(NC(=O)CCC(=O)O)C(=O)O)CCCC(C)CCCC(C)CCCC(C)C (stereo unspecified),102.8,112.8,104.3,95.2,91.7,99.1,97.6,99.4
Cc1ccc(NCCN2CCOCC2)c2c(=O)c3ccccc3sc12,66.3,85.2,83.9,57.0,65.4,54.0,76.5,82.3
CC(C)(C)CC(C)(C)Nc1c(-c2ccc3c(c2)OCO3)nc2cnccn12,83.9,82.2,84.2,95.2,110.8,94.0,88.5,74.1
Fc1ccc(-c2nc(-c3nc4ccc(Cl)cc4[nH]3)cc3c2[nH]c2ccccc23)cc1,53.4,42.8,35.6,46.7,61.1,41.9,83.5,42.4
O=C(NCc1ccccc1)C(c1ccc(Br)cc1)N(C(=O)CCc1ccccc1)C1CC1 (stereo unspecified),79.5,100.1,83.3,95.2,91.4,94.4,77.6,82.9
Cc1cc(=O)[nH]c2nc3c(=O)n(C)c(=O)n(C)c3n12,102.1,94.5,103.3,108.4,.,103.4,113.4,88.7
O=C(Nc1ccccc1)OCCCl,98.7,100.5,94.0,106.6,.,91.5,103.6,105.5
CCNc1cccc2ccccc12,81.6,86.9,90.5,81.9,99.1,75.6,90.1,95.0
COc1ccc(/C=C2\CN(C)Cc3c2nc(N)c(C#N)c3-c2ccc(OC)c(OC)c2)cc1OC,84.3,110.9,65.4,89.0,73.4,93.6,83.1,82.8
COc1ccc(-c2cc(-c3ccc(OC)cc3)n(-c3ccc(-c4nc(N)n[nH]4)cc3)n2)cc1,101.1,.,91.2,100.8,104.9,97.6,97.6,102.2
Nc1nc(N)c(N=Nc2c(Br)cc(S(N)(=O)=O)cc2Br)c(N)n1,104.7,100.4,88.6,54.0,110.6,109.8,95.1,68.6
COc1ccc(/C=C2\C(=O)N=C3N2N=C(C)C(=O)N3c2ccccc2)cc1,92.2,97.7,101.4,116.9,96.9,97.4,89.6,99.9
OCCNc1nc(Nc2ccc(C3=NN(c4cc(Cl)cc(Cl)c4)C(c4ccc(C(F)(F)F)cc4)C3)cc2)nc(N2CCOCC2)n1 (stereo unspecified),59.7,99.3,64.1,66.7,90.0,44.8,62.8,30.1
COC(=O)c1nc(N)nc(C(=O)OC)c1C(=O)c1ccncc1,103.9,116.7,110.2,96.6,103.0,98.0,113.0,93.3
O=Cc1ncc(CO)s1,107.5,106.1,81.4,101.8,102.1,96.8,103.8,97.1
COc1cc(NC(=O)CSc2nc3ccc(C)cc3c(=O)n2Cc2ccccc2)cc(OC)c1OC,35.5,53.3,22.8,.,49.8,61.7,44.9,71.0
CC[C@]12C=CCN3CC[C@@]4(c5ccc(OC)cc5N(C)[C@H]4[C@@](O)(C(=O)OC)[C@@H]1OC(=O)CCC(=O)OCc1cn(Cc4ccc(F)cc4)nn1)[C@@H]32,98.2,93.5,93.3,94.3,88.2,100.4,97.2,88.9
Cc1ccc(OC(=O)c2ccccc2C)cc1,99.8,97.7,98.3,101.6,103.6,98.5,97.7,95.5
N#Cc1ccc(-c2csc(Nc3ccc4nc5n(c(=O)c4c3)CCC5)n2)cc1,103.6,98.4,102.1,105.2,102.1,101.4,114.9,92.0
COc1ccc(Nc2ncc(Br)c(NCCCNC(=O)C3CCC3)n2)cc1,-25.7*,-33.9*,.,71.2,77.7,4.3*,-15.7*,41.1
CCCCN(CCCC)CCC(O)c1ccc2ccccc2c1 (stereo unspecified),91.0,106.1,94.8,93.9,116.8,82.8,90.6,92.7
O=[N+]([O-])c1ccc(C=Nc2cccc(C(F)(F)F)c2)cc1,108.9,108.8,96.8,100.6,106.4,95.0,94.7,87.8
O=C(O)CNC(=O)c1nc(-c2ccccc2)n(-c2ccc(Cl)cc2)n1,99.6,107.5,102.7,107.7,94.8,100.4,97.1,100.8
COc1ccc(/C(=C\c2cc(OC)c(OC)c(OC)c2)C(=O)Nc2nc3ccc(C)cc3s2)cc1,92.6,82.9,62.5,81.5,.,97.5,97.0,72.9
Cc1nc2sc(C(=O)Nc3cccc4ccccc34)c(N)c2cc1C(=O)/C=C/c1ccccc1,-16.2*,-31.1*,14.5,-3.5*,34.0,-73.1*,16.1,4.3*
O=C(NCCCl)Nc1ncccc1OCc1ccccc1,100.7,105.2,97.9,103.8,102.8,101.5,110.1,96.3
Fc1ccccc1CNc1ccc(N2CCOCC2)cc1,92.7,108.2,103.5,91.8,88.4,98.5,105.1,97.6

Part of the list above, field by field.
> COc1ccc(Nc2ncc(Br)c(NCCCNC(=O)C3CCC3)n2)cc1
  MDA-MB-231 = -25.7*; BT-549 = -33.9*; T-47D = .; MDA-MB-468 = 71.2; MALME-3M = 77.7; LOX IMVI = 4.3*; HS 578T = -15.7*; MCF7 = 41.1

> O=C(NCCCl)Nc1ncccc1OCc1ccccc1
  MDA-MB-231 = 100.7; BT-549 = 105.2; T-47D = 97.9; MDA-MB-468 = 103.8; MALME-3M = 102.8; LOX IMVI = 101.5; HS 578T = 110.1; MCF7 = 96.3

> COc1ccc(/C(=C\c2cc(OC)c(OC)c(OC)c2)C(=O)Nc2nc3ccc(C)cc3s2)cc1
  MDA-MB-231 = 92.6; BT-549 = 82.9; T-47D = 62.5; MDA-MB-468 = 81.5; MALME-3M = .; LOX IMVI = 97.5; HS 578T = 97.0; MCF7 = 72.9

> Fc1ccccc1CNc1ccc(N2CCOCC2)cc1
  MDA-MB-231 = 92.7; BT-549 = 108.2; T-47D = 103.5; MDA-MB-468 = 91.8; MALME-3M = 88.4; LOX IMVI = 98.5; HS 578T = 105.1; MCF7 = 97.6

New compounds follow
smiles,MDA-MB-231,BT-549,T-47D,MDA-MB-468,MALME-3M,LOX IMVI,HS 578T,MCF7
S=c1[nH]c2ccc(Cl)cc2s1,90.7,85.0,75.2,104.2,87.0,99.9,94.0,85.6
COc1ccc2c(c1)c(-c1ccc(-c3cn(C)c4ccc(OC)cc34)o1)cn2C,69.1,2.0*,-14.0*,.,80.6,53.2,-31.2*,65.4
CCC(C)n1c(C)cc(=O)n1C(C)CC (stereo unspecified),106.2,122.9,112.6,102.0,99.4,103.2,113.7,96.1
N#Cc1cnn(C(=O)c2ccccc2Br)c1NC(=O)c1ccc(Br)cc1,.,90.8,94.4,94.6,95.3,.,.,90.8
Nc1cc(C(F)(F)F)ccc1-n1cnc2ccccc21,99.8,.,94.4,93.4,91.9,87.0,106.1,92.2
CC(C)CCOC(c1ccc2c(c1)OCO2)C(C)Br (stereo unspecified),108.7,98.6,95.4,106.3,109.0,115.2,.,102.8
CC(=O)OC1CC2C(C)(CCC3C2(C)CCC2(C)C4CC(C)(C)CCC4(C)CCC32C)C1C (stereo unspecified),88.2,.,94.1,87.8,113.5,94.2,87.6,93.9
CCOC(=O)C1=C(N)N(c2ccccc2)C2=C(C(=O)CC(C)(C)C2)C1c1ccc([N+](=O)[O-])cc1 (stereo unspecified),97.4,101.8,91.2,96.1,119.8,85.5,100.3,83.8
CC(C)(C)OC(=O)NCc1ccc(NC(=S)Oc2ccccc2)cc1,89.1,80.8,39.8,64.3,72.4,81.7,76.5,66.5
CC(C)CC(CC(C)C)NCCO,100.5,109.7,.,106.3,109.1,100.5,115.3,103.1
O=C(/C(=N/Nc1ccccc1)c1ccccc1)c1ccccc1,92.0,92.7,79.9,96.0,107.9,95.3,92.9,89.8
CCOC(=O)C1=C(C(=O)c2ccccc2)C(c2ccc([N+](=O)[O-])cc2)C(C(=O)c2ccccc2)=C(C(=O)OCC)N1,.,92.5,.,76.1,76.0,74.3,91.4,52.8
C=C(C)[C@@H]1CC[C@]2(C(=O)NC3CCCCC3)CC[C@]3(C)[C@H](CC[C@@H]4[C@@]5(C)CC[C@H](N)C(C)(C)[C@@H]5CC[C@]43C)[C@@H]12,108.1,105.7,80.6,103.0,95.3,-75.1*,95.8,24.5

Whole records from above:
CC(C)CC(CC(C)C)NCCO as listed: MDA-MB-231: 100.5; BT-549: 109.7; T-47D: .; MDA-MB-468: 106.3; MALME-3M: 109.1; LOX IMVI: 100.5; HS 578T: 115.3; MCF7: 103.1
O=C(/C(=N/Nc1ccccc1)c1ccccc1)c1ccccc1 as listed: MDA-MB-231: 92.0; BT-549: 92.7; T-47D: 79.9; MDA-MB-468: 96.0; MALME-3M: 107.9; LOX IMVI: 95.3; HS 578T: 92.9; MCF7: 89.8
